Growth percent in the NCI-60 one-dose screen (48 h, 10 µM unless noted): 100 = growth as untreated, 0 = no growth, -100 = all killed.
A549/ATCC: A549/ATCC NSCLC; hit rate 3.7% among 81,000
HOP-92: HOP-92 NSCLC cells; hit rate 6.3% among 71,000; AID 1794738
HOP-62: HOP-62 NSCLC | hit rate 3.9% among 80,000 | AID 1794735
EKVX: EKVX NSCLC | hit rate 3% among 71,000
M14: M14 melanoma | hit rate 6.2% among 80,000 | AID 1794745
SK-MEL-28: SK-MEL-28 melanoma; hit rate 4.1% among 81,000
SK-MEL-5: SK-MEL-5 melanoma. hit rate 6.4% among 80,000
SK-MEL-2: SK-MEL-2 melanoma; AID 1794763; hit rate 4.7% among 77,000
* marks the source's active call; other numbers are inactive results; · = not tested or not shown; & = joins results of further samples; ! = repeats disagree. How the source made its calls: active means growth percent below 10; inactive means the rest.

Under each structure – HOP-62 | EKVX | M14 | SK-MEL-28 | HOP-92 | A549/ATCC | SK-MEL-5 | SK-MEL-2
#1 CC(C)[P+](c1ccccc1)(c1ccccc1)c1ccccc1
→ 75 | · | 67 | 69 | 65 | 68 | 42 | 25
#2 CCCCC1CCC(=O)O1 (stereo unspecified)
→ 118 | 108 | 106 | 112 | 102 | 99 | 109 | 113
#3 CO[C@H](/C(C)=C/C=C\[C@@H]1C(C)=C[C@@H]2C[C@H](O)CC(=O)[C@@H]2[C@H]1/C=C(C)/C=C/[C@@H](C)NC(=O)[C@H](C)C/C=C/C[C@@H](O)Cc1ccc(O)cc1)[C@@H](C)C(=O)O
→ 94 | 104 | 100 | 112 | 94 | 108 | 101 | 99
#4 COc1ccc(-c2nc(/N=C/c3ccc(O)cc3)n[nH]2)cc1
→ 80 | 96 | 102 | 113 | 101 | 72 | 98 | 100
#5 O=C(NCn1c(=O)[nH]c2ccccc2c1=O)NC1CCCCC1
→ 96 | 110 | 101 | 119 | · | 104 | 104 | 109
#6 CC1(C)N=C(N)N=C(N)N1c1ccc(F)cc1
→ 106 | 62 | 56 | 100 | 95 | 37 | 96 | ·
#7 COc1cnc(NC(=O)c2ccc(Cl)cc2)s1
→ 109 | 94 | 97 | 95 | 95 | 93 | 93 | 90
#8 CC(=O)Oc1ccc(C2=Cc3ccc(OC(C)=O)cc3OC2C)cc1 (stereo unspecified)
→ 82 | 57 | 50 | 62 | 69 | 61 | 50 | 61
#9 O=C(Nc1ccccc1)c1cc(-n2cnc([N+](=O)[O-])c2)cc(-n2cnc([N+](=O)[O-])c2)n1
→ 102 | 107 | 95 | 122 | 50 | 87 | 96 | 103
#10 CCOc1ccc(N2C(N)=NC(N)=NC2(C)C)cc1
→ 84&27 | 94 | 89&24 | 113&31 | 72&10 | 45&19 | 4.5*! | -0.8*!
#11 O=C(Nc1nc2ccc(Cl)cc2s1)c1cc(-c2ccc(F)cc2)n2nc(-c3ccccc3)cc2n1
→ 90 | 100 | 109 | 100 | · | 105 | 104 | 115
#12 OCCc1nccnn1
→ 100 | 90 | 100 | 106 | 90 | 107 | 114 | 114
#13 COc1ccc(OC)c(-c2[nH]c3ncc(-c4ccc(F)cc4)n3c(=O)c2C#N)c1
→ 95 | 97 | 106 | 108 | 89 | 91 | 96 | 106
#14 CCN(CC)CCOc1cc(C)ccc1C
→ 109 | 111 | 102 | 104 | 98 | 101 | 101 | 116
#15 COc1ccc(/C=C/c2cc(/C=C/c3ccc(OC)c(OC)c3OC)n(-c3ccc(OC(F)(F)F)cc3)n2)c(OC)c1OC
→ 97 | 111 | 99 | 105 | 60 | 92 | 88 | 85
#16 COc1cc2c(O)n(CCCN3CCOCC3)c3c4cnc5cccc(c(=O)c3c2cc1OC)c54
→ 14 | 64 | 17 | 66 | 58 | 30 | 21 | 46
#17 O=C1CC(c2ccccc2)Oc2ccc(O)cc21 (stereo unspecified)
→ 110 | 92 | 101 | 109 | 85 | 94 | 100 | 103
#18 O=C(C1CC1)N(C(=O)C1CC1)c1ncc(-c2ccc(C(F)(F)F)cc2)c(NC2CCCCCC2)n1
→ 94 | · | 93 | 87 | · | 57 | 72 | ·
#19 COc1ccc(C(C)c2ccc(OC)cc2)cc1
→ 93 | 95 | 93 | 108 | 116 | 99 | 107 | 97
#20 CNc1c(C#N)c2c(N)ncnc2n1COCCOC
→ 80 | 93 | 100 | 113 | 100 | 104 | 97 | ·
#21 COc1cc(C2c3cc(OC(C)=O)c(OC)cc3CC3C(=O)OCC32)ccc1OC(C)=O (stereo unspecified)
→ 92 | 111 | 106 | 122 | 54 | 104 | 109 | 132
#22 CCN(CCO)c1ccccc1
→ 96 | 100 | · | 116 | 102 | 103 | 98 | 102
#23 CC(=O)c1ccc(Nc2nc(Cl)nc(Oc3c(Cl)cccc3Cl)n2)cc1
→ 101 | 77 | 101 | · | 81 | 84 | 79 | 97
#24 c1ccc(-c2c(-c3ccccc3)[n+](Cc3ccc4ccccc4c3)c(-c3ccc(-c4nc5ccccc5s4)cc3)n2Cc2ccc3ccccc3c2)cc1
→ -90* | -93* | -80* | -88* | -85* | -77* | -98* | -89*
#25 O=C(/C=C/c1ccc(Cl)c(Cl)c1)Nc1ncc(Cc2ccc(Cl)c(Cl)c2)s1
→ 51 | 70 | -27* | 48 | 93 | 54 | 51 | 79
#26 CCN(CC)CCOC(=O)c1ccc(NC(=O)Nc2ccccc2)cc1
→ 93 | 100 | 103 | 108 | 89 | 99 | 101 | 91
#27 Cc1cc(-c2ccc(N=Nc3c(N)c(S(=O)(=O)O)cc4cc(S(=O)(=O)O)ccc34)c(C)c2)ccc1N=Nc1c(N)ccc2cc(S(=O)(=O)O)ccc12
→ 108 | 113 | 99 | 112 | 112 | 78 | · | 106
#28 Clc1ccc(OCOc2ccc(Cl)cc2)cc1
→ 97 | 107 | 103 | 116 | · | 99 | 102 | ·
#29 O=C1CCN(c2ccc(-c3ccsc3)cc2)N1c1ccc(-c2ccsc2)cc1
→ 99 | 86 | 86 | 91 | 84 | 84 | 96 | 86
#30 CCCCC1(O)CCCC1
→ 95 | · | 95 | 107 | 90 | 96 | 99 | 102
#31 COc1cc(C2CC(c3ccc4c(c3)OCO4)=NN2C=O)ccc1OCCN(C)C (stereo unspecified)
→ 100 | 100 | 98 | 106 | 87 | 92 | 97 | 92
#32 COC(=O)[C@]12CC[C@@H](C)[C@H](C)[C@@H]1C1=CC(=O)[C@@H]3[C@@]4(C)C[C@@H](OC(C)=O)[C@H](OC(C)=O)[C@@](C)(COC(C)=O)[C@@H]4C(=O)C[C@@]3(C)[C@]1(C)CC2
→ 58 | 58 | 30 | · | 18 | 43 | 20 | 76
#33 COc1ccc(-c2cc(-n3nnnc3-c3ccccc3)no2)cc1
→ 89 | 100 | 95 | 116 | 96 | 98 | 101 | 93
#34 Cc1ccc(S(=O)(=O)NCCNc2nccc(-c3c(-c4ccccc4)nc4sccn34)n2)cc1
→ 97 | · | 60 | 81 | 77 | 38 | 33 | 99
#35 O=C(Nc1cc(Cl)cc(Cl)c1)N1CCOCC1
→ 96 | 92 | 106 | 108 | 103 | 103 | 96 | 102
#36 C=CCn1cc(/C=C/C(=O)c2cc3ccccc3oc2=O)c2ccccc21
→ 142 | 91 | 105 | 118 | 102 | 112 | 96 | 115
#37 COc1ccc(-c2nc(-c3nc4ccc(OC)cc4[nH]3)c3ccccn23)cc1
→ 63 | · | 77 | 98 | 14 | 48 | 59 | 71
#38 COc1ccc(/C=N/NC(=O)c2c(Nc3ccccc3)nn(C)c2N)cc1OC
→ 99 | · | 103 | 105 | 93 | 99 | 97 | 108
#39 O=C(NS(=O)(=O)c1ccc2ccccc2c1)n1cc(-c2ccncc2)c(-c2ccc(Cl)c(O)c2)n1
→ 92 | 65 | 28 | 55 | 48 | 78 | 78 | -2.8*
#40 CCOC(=O)Cn1c(C)cc(C)c(C#N)c1=O
→ 100 | 96 | 101 | 106 | 95 | 104 | 100 | 108

Single records, from the list above. Values in the order: HOP-62	EKVX	M14	SK-MEL-28	HOP-92	A549/ATCC	SK-MEL-5	SK-MEL-2
Shown for CCCCC1(O)CCCC1 = 95	·	95	107	90	96	99	102
Shown for COC(=O)[C@]12CC[C@@H](C)[C@H](C)[C@@H]1C1=CC(=O)[C@@H]3[C@@]4(C)C[C@@H](OC(C)=O)[C@H](OC(C)=O)[C@@](C)(COC(C)=O)[C@@H]4C(=O)C[C@@]3(C)[C@]1(C)CC2 = 58	58	30	·	18	43	20	76
Shown for O=C(Nc1cc(Cl)cc(Cl)c1)N1CCOCC1 = 96	92	106	108	103	103	96	102

Carrying on.
Under each structure – HOP-62 | EKVX | M14 | SK-MEL-28 | HOP-92 | A549/ATCC | SK-MEL-5 | SK-MEL-2
#41 COc1ccccc1C1C2=C(CC(C)(C)CC2=O)N(CCc2ccc(S(N)(=O)=O)cc2)C2=C1C(=O)CC(C)(C)C2
→ 109 | 107 | 103 | 104 | · | 104 | 98 | ·
#42 CC1(C)CC(=O)C2=C(C1)OC(C(=O)c1ccc(N=[N+]=[N-])cc1)C2c1cccc([N+](=O)[O-])c1 (stereo unspecified)
→ 103 | 96 | 102 | 114 | 92 | 100 | · | 102
#43 O=C(O)CC(CC(=O)c1ccccc1)c1ccccc1 (stereo unspecified)
→ 107 | 110 | 110 | 114 | · | 105 | 105 | 110
#44 O=C(/C=C\c1ccc(C(=O)Nc2ccc(C3=NCCN3)cc2)cc1)Nc1ccc(C2=NCCN2)cc1
→ 117 | 108 | 103 | 123 | · | 103 | 99 | 152
#45 Nc1ccn(C2OC(F)(CO)C(O)C2F)c(=O)n1 (stereo unspecified)
→ 17 | 81 | 1.6* | 74 | 53 | 22 | 47 | ·
#46 COc1ccc(Nc2nc(/N=C/c3ccc(O)cc3)n[nH]2)cc1
→ 124 | 105 | 109 | 123 | 129 | 110 | 104 | 117
#47 C(=C1c2ccccc2-c2ccccc21)c1ccccn1
→ 72 | 71 | 33 | 81 | 73 | 64 | 78 | 54
#48 COc1cccc(/C(O)=C2\C(=O)C(=O)N(CCN3CCCC3)C2c2ccc3c(c2)OCO3)c1 (stereo unspecified)
→ 113 | · | 95 | 102 | 99 | 109 | 99 | 105
#49 Cc1csc(-c2nnn(-c3ccccc3)c2N)n1
→ 93 | 91 | · | 102 | 88 | 78 | 96 | 99
#50 CN1c2ccccc2Sc2cc(C=C(C#N)C#N)ccc21
→ 90 | 94 | 96 | 104 | · | 98 | 100 | 101
#51 Cc1ccc(-c2cc(-c3ccccc3)nc(Nc3nc4ccccc4[nH]3)n2)cc1
→ 111 | 117 | 110 | 107 | 86 | 105 | 101 | 107
#52 CN1CCN(c2ccc(Nc3nc(NCCNC(=O)C4CCCCC4)c4sccc4n3)cc2)CC1
→ 101 | 100 | 101 | 87 | 71 | 90 | 84 | 125
#53 COc1ccc(CC#N)cc1OC
→ 79 | 91 | 118 | 117 | · | 98 | 117 | 108
#54 CC(C)=CC/C=C(/C)[C@H]1CC[C@]2(C)[C@@H]1CC[C@@H]1[C@@]3(C)C/C(=C/c4cccc([N+](=O)[O-])c4)C(=O)C(C)(C)[C@@H]3CC[C@]12C
→ 96 | 97 | 103 | 114 | 107 | 110 | 100 | 97
#55 N=c1c(S(=O)(=O)c2ccc(Cl)cc2)cc2c(=O)n3ccccc3nc2n1Cc1ccccc1
→ 94 | 102 | 102 | 108 | 91 | 104 | 102 | 100
#56 Cc1ccc(C(=O)Nc2ccccc2OCc2cccc(C(=O)NCCN)c2)[nH]1
→ 109 | 95 | 104 | 112 | 107 | 105 | 101 | 117
#57 O=C(CCOCCOCCOCCNC(=O)COc1ccc2c(c1)OCC(c1ccc(F)cc1)C2=O)NCCCC(O)(P(=O)(O)O)P(=O)(O)O (stereo unspecified)
→ 101 | 94 | 97 | 109 | 102 | 101 | 103 | 111
#58 O=C(O)CCNC(Cc1ccc(O)cc1)C(=O)O (stereo unspecified)
→ 95&102 | 101&112 | 112 | 103&117 | 93&86 | 98&101 | 100&111 | 94&126
#59 S=C(SCc1cc(Cl)cc2c1OCOC2)N1CCSCC1
→ 82 | · | 101 | 97 | · | 86 | 97 | 96
#60 Cc1c(Cl)cccc1N1C(=O)CC(Sc2ccccc2N)C1=O (stereo unspecified)
→ 81 | 90 | · | 83 | · | 83 | 73 | 86
#61 O=C(O)/C=C/C(=O)Nc1cccc(Cn2nnc3cc(Cl)c(Cl)cc32)c1
→ 98 | 94 | 102 | 106 | 98 | 102 | 99 | 114
#62 COc1ccc(C(=O)c2ccc3[nH]c(=O)nc(N)c3c2)cc1OC
→ 108 | 101 | 105 | 105 | · | 100 | 112 | 104

By substructure, the entries above containing an NH in an aromatic ring (8)
Under each structure – HOP-62 | EKVX | M14 | SK-MEL-28 | HOP-92 | A549/ATCC | SK-MEL-5 | SK-MEL-2
#4 COc1ccc(-c2nc(/N=C/c3ccc(O)cc3)n[nH]2)cc1
→ 80 | 96 | 102 | 113 | 101 | 72 | 98 | 100
#5 O=C(NCn1c(=O)[nH]c2ccccc2c1=O)NC1CCCCC1
→ 96 | 110 | 101 | 119 | · | 104 | 104 | 109
#13 COc1ccc(OC)c(-c2[nH]c3ncc(-c4ccc(F)cc4)n3c(=O)c2C#N)c1
→ 95 | 97 | 106 | 108 | 89 | 91 | 96 | 106
#37 COc1ccc(-c2nc(-c3nc4ccc(OC)cc4[nH]3)c3ccccn23)cc1
→ 63 | · | 77 | 98 | 14 | 48 | 59 | 71
#46 COc1ccc(Nc2nc(/N=C/c3ccc(O)cc3)n[nH]2)cc1
→ 124 | 105 | 109 | 123 | 129 | 110 | 104 | 117
#51 Cc1ccc(-c2cc(-c3ccccc3)nc(Nc3nc4ccccc4[nH]3)n2)cc1
→ 111 | 117 | 110 | 107 | 86 | 105 | 101 | 107
#56 Cc1ccc(C(=O)Nc2ccccc2OCc2cccc(C(=O)NCCN)c2)[nH]1
→ 109 | 95 | 104 | 112 | 107 | 105 | 101 | 117
#62 COc1ccc(C(=O)c2ccc3[nH]c(=O)nc(N)c3c2)cc1OC
→ 108 | 101 | 105 | 105 | · | 100 | 112 | 104

Source: PubChem (NCI)
